UPR XBP1 act = adaptive UPR (XBP1) activation. actives 0.33% (n = 330,000). AID 463104. CHO-XBP1 luciferase reporter, IRE1-XBP1 UPR activation, luminescence; percent of tunicamycin response, DMSO as zero. activation, % at 20 µM;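 active = versus positive control, 20 µM dose yields 30% or more activation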;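 also: 100% = tunicamycin at 10 µg/mL and 0% = DMSO only wells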
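Material: CHO cell line with stable XBP1 luciferase reporter; schedule: 16-18 h cell attachment at 37 °C, then 6 h compound exposure; signal: glow luminescence from Steady-Glo reagent; medium: serum-containing F12 medium, 10% FBS; benchmarks: tunicamycin 10 µg/mL and vehicle-only wells; read-out: percent activation relative to tunicamycin reference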
tim10-1 inh = inhibits growth of tim10-1 mutant yeast. actives 2.2% (n = 330,000). inhibition, % at 20 µM. S. cerevisiae tim10-1 ts strain growth, BacTiter-Glo, 24 h;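 active = inhibition of at least 40%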;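 also: mutant grown at 25 °C; 0% = DMSO wells with yeast and 100% = wells holding no yeast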
APJ antag = blocks the human apelin receptor APJ; P35414; inhibition, % at 20 µM; actives 0.32% (n = 330,000); CHO-K1 APJ beta-arrestin complementation, luminescence;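 active = inhibition above about 40% at 20 µM, limit read from the data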;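 also: cells challenged with 10 nM apelin-13 agonist together with compound; plate controls were apelin-13 plus DMSO wells for no effect and DMSO wells lacking apelin-13 for full effect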
Target sequence (P35414 whole entry, looked up): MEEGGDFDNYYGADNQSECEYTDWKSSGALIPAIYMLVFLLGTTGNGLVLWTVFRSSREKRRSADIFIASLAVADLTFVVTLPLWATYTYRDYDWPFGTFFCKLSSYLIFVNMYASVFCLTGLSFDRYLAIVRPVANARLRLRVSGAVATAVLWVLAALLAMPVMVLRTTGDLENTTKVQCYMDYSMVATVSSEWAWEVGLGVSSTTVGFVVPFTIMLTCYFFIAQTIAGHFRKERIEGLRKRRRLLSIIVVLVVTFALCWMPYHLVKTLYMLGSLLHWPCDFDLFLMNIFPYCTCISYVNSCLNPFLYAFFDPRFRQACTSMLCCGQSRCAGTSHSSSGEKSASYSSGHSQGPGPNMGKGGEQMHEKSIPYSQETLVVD
CXCR6 inh = inhibitors of human CXCR6 receptor | CHO-K1 PathHunter CXCR6 beta-arrestin, luminescence | AID 602244 | actives 0.36% (n = 360,000) | inhibition, % at 20 µM; in the data active = inhibition above about 34%, passing the limit was not always enough;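 also: antagonist mode with CXCL16 agonist at 10 nM final; 0% = 10 nM CXCL16 with DMSO and 100% = unstimulated wells without agonist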
Target sequence (O00574 whole entry, looked up): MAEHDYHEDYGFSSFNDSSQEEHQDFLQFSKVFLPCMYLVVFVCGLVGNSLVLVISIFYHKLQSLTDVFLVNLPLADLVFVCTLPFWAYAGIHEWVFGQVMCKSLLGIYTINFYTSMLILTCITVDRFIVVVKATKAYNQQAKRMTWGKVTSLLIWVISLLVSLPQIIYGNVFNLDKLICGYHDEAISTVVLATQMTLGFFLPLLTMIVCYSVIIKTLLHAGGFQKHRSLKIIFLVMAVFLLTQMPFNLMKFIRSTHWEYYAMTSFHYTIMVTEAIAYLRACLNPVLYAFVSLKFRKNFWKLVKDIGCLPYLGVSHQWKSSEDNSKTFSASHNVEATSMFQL
TIM10 inh = TIM10 yeast growth inhibition. actives 1.4% (n = 330,000). AID 463195. S. cerevisiae TIM10 strain growth, BacTiter-Glo luminescence, 24 h. inhibition, % at 10 µM;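 active = inhibition of 40% or more at the single tested concentration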;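 also: wild-type TIM10 isogenic control strain grown at permissive 25 °C; 0% = DMSO yeast wells and 100% = minimal medium wells without yeast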
UPR CHOP act = apoptotic UPR (CHOP) activation; CHO-CHOP luciferase reporter, luminescence; percent of tunicamycin response over DMSO baseline; actives 0.34% (n = 330,000); AID 449763; activation, % at 10 µM;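 active = at 10 µM dose, activation of 40% or more, normalized to positive control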;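 also: 100% = tunicamycin at 10 µg/mL and 0% = DMSO alone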
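Dosing – one dose, 10 µM in 0.5% DMSO · System – CHO-CHOP cells, stable luciferase reporter of PERK-eIF2a-CHOP signalling · Input – 500 cells/well · Control set – tunicamycin 10 µg/mL final as positive, DMSO-only wells as negative · Timing – 6 h compound treatment, 37 °C · Measure – % activation vs tunicamycin · Technique – luminescence read with Steady-Glo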
tim23-1 inh = inhibits growth of tim23-1 mutant yeast; actives 1.3% (n = 330,000); AID 463212; inhibition, % at 20 µM; S. cerevisiae tim23-1 growth, BacTiter-Glo luminescence, 24 h;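 active = growth inhibition of the mutant yeast at or above 50%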;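 also: temperature-sensitive mutant grown at 25 °C; plate controls were DMSO-treated mutant yeast for no effect and medium wells lacking yeast for full effect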
Mdm2 MdmX PPI = human Mdm2/MdmX binding inhibition. O15151+Q00987. SaOS-2 split-luciferase Mdm2/MdmX complementation, luminescence. inhibition, % at 8 µM. actives 3% (n = 330,000);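 active = inhibition of at least 50% at 8 µM in the primary screen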
APJ agonist = activates the human apelin receptor APJ | activation, % at 20 µM | CHO-K1 APJ PathHunter beta-arrestin, luminescence; 0% DMSO wells, 100% apelin | actives 0.11% (n = 330,000) | P35414;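 active = activation more than six SD over the plate average, tested at 20 µM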;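 also: 0% = DMSO alone and 100% = apelin-13 at 10 nM; some results filed as inactive read as strong as hits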
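Test system: CHO-K1 APJ beta-arrestin complementation cell line | Compound: Single test compound dose, 20 µM final, 1% DMSO | Incubation: Compound 90 min 25 °C, reagent 1 h | Measured by: beta-gal luminescence | Read-out basis: APJ–arrestin association signal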
An asterisk follows results filed as active. The list is partial; the hit share may differ from the screen's.

The line under a structure holds: UPR XBP1 act, APJ antag, tim10-1 inh, UPR CHOP act, tim23-1 inh, CXCR6 inh, Mdm2 MdmX PPI, TIM10 inh, APJ agonist
Cc1ccc(NC(=O)c2ccc3ccccc3n2)nc1
    1, 0, 52*, 3.6, 43, 4, -254, 70*, -9
Cc1ccccc1Oc1ccc(-c2nc(N)nc(N)n2)cc1
    4, -1, 32, -1.0, 25, -12, 43, 36, 7
COc1ccc(OC)c(NC(=O)c2ccc(CN3CCOCC3)cc2)c1
    -2, -27, -20, -1.6, -9, 0, -3, 0, -5
COc1ccc(NC(=O)C2CCN(C(=O)[C@@H]3Cc4ccccc4CN3C(=O)OC(C)(C)C)CC2)cc1
    -2, -24, 15, 0.2, 25, -4, 2, 8, -5
CC(=O)CSc1ccc(-c2nc3cc(C)c(C)cc3[nH]2)cn1
    -13, -4, -40, -8.6, 21, -16, 68*, 28, -3
COc1ccc(N2CCN(S(=O)(=O)c3cc(C)ccc3OC)CC2)cc1
    -3, -18, 2, -0.3, 10, -1, 20, -9, 0
COc1ccccc1C(=O)NCC(=O)N1CCN(c2ncccn2)CC1
    -1, -3, -18, -1.2, -6, -1, 15, -2, -5
Cc1ccc(NC(=O)C2CCCN2C(=O)c2cccs2)cc1C (stereo unspecified)
    0, 8, 9, -0.2, 16, 3, -16, 6, -2
COc1ccc(Cc2nnc(NC(=O)Cc3cccs3)s2)cc1OC
    -4, -6, 11, -7.8, 2, -8, 22, 12, 1
N/C(=N\S(=O)(=O)c1ccccc1)c1ccc([N+](=O)[O-])cc1
    -2, -72, -6, -1.7, 0, -18, 13, 0, 5
CCn1c(=N)n(CC(=O)OC)c2ccccc21
    -3, 6, 2, -0.1, 13, -9, -4, 0, 0
Cc1ccc(/C=N/NC(=O)CSc2nc3ccccc3n2Cc2ccccc2)o1
    -2, 5, 2, -0.5, 38, 4, -9, 8, -3
Cc1cccc(NC(=O)COC(=O)c2ccccc2-c2nc3ccccc3s2)c1C
    -2, 6, 30, -2.5, 26, 0, 20, 28, -2
COc1ccc2c(c1)CCc1c(C(=O)NCc3ccco3)noc1-2
    8, 4, 23, 3.3, 7, 4, -88, 20, 1
COc1ccc2nc(C)cc(SCC(=O)OC(C)C)c2c1
    1, 4, 27, 1.0, 8, -2, 32, 18, -5
CCCCn1c(N)c(N(CCC(C)C)C(=O)c2cc(-c3ccco3)nc3ccccc23)c(=O)[nH]c1=O
    1, 15, 3, -0.2, 16, 2, -29, 11, -6
CC1CCCCN1C(=O)c1ccc(CS(=O)(=O)Cc2ccccc2)cc1 (stereo unspecified)
    -6, -9, 6, 3.3, 15, 0, 1, 10, 2
C[C@@H]1CN([C@H](C)CO)C(=O)c2cc(NC(=O)Nc3ccc(F)cc3)ccc2O[C@H]1CN(C)C(=O)Nc1ccc(C(F)(F)F)cc1
    -1, -4, -5, 12, -3, -1, 32, -2, -4
CN(C)CCCNC(=O)/C(=C\C=C\c1ccccc1)NC(=O)c1ccc([N+](=O)[O-])cc1
    -2, -3, -14, -0.7, 8, 0, 23, 6, 3
CN(C)c1ccc(C(=O)OCC(=O)NCCC2=CCCCC2)cc1
    -3, -10, 22, -2.3, 21, 10, -24, 13, 2
CC1CCC2(CC1)NC(=O)N(NC(=O)CCl)C2=O (stereo unspecified)
    -2, 9, 2, 0.2, 2, 0, 7, 2, -1
O=C(NCc1ccoc1)c1ccc(NC(=O)c2ccccc2Cl)cc1
    1, 9, 11, -0.5, -13, 4, 19, -11, 1
CC1=C(C(=O)OCC2CCCCC2)C(c2ccc(O)cc2)NC(=O)N1 (stereo unspecified)
    0, -6, 4, -1.1, 0, -1, 19, -11, 0
CCC(C)NC(=O)CSc1nc(-c2cccs2)cc(C(F)(F)F)n1 (stereo unspecified)
    -3, 9, 29, 0.3, 22, 7, 5, 3, 7
CCCN(CCC)CCCNC(=O)CNC(=O)c1nn(-c2ccc(OC)cc2)c(=O)c2ccccc12
    -2, 5, 18, -0.5, 6, -6, 12, -19, -2
O=C(NC1(C(F)(F)F)N=C2SCCN2C1=O)c1cccnc1 (stereo unspecified)
    -1, 15, 8, -0.2, 1, 1, -3, 8, -2
COc1ccc(C(=O)N(CN2CCCC2=O)c2ccccc2OC)cc1OC
    1, 0, -5, -0.5, 9, -5, 10, 0, -1
Cc1cc(C)c(NC(=O)CS(=O)CC(=O)Nc2ccc(N3CCOCC3)cc2)c(C)c1 (stereo unspecified)
    -4, -14, -13, 2.8, 7, 0, -19, 2, 0
Cc1ccnc(NC(=O)/C=C/c2cccs2)c1
    -1, -7, 30, -1.7, 20, -10, -98, 27, -2
COc1cccc(CN2CC(C(=O)N(C)CCCC3CCCC3)CCC2=O)c1 (stereo unspecified)
    -2, 14, 26, -0.1, 20, 2, -15, 9, -4
COc1ccc2[nH]c(C(=O)Nc3ncc(C)cc3Br)cc2c1
    1, -8, 3, 4.1, 22, 1, -10, 14, -1
COc1cc(C(=O)OC(C)C(=O)NC2CCCCC2C)c([N+](=O)[O-])cc1OC (stereo unspecified)
    4, -7, 19, -1.5, 17, 3, -3, 4, -5
CCOc1ccccc1C(=O)N1CCN(C(c2ccccc2)c2ccccc2)CC1
    1, 7, -18, 1.0, 37, 15, 25, 14, -1
CCC(C)N(NC(C)=O)c1nc(Cl)nc(NC(C)(C)C)n1 (stereo unspecified)
    -1, 5, 7, 0.4, -2, 8, 15, -7, -3
O=C(NCC1CCCO1)C1CCN(C2CCN(C(=O)Cc3ccsc3)CC2)CC1 (stereo unspecified)
    -1, 5, 0, 1.8, 7, 1, 16, 1, -1
O=C(C[n+]1ccc(/C=N/O)cc1)NCc1ccccc1
    -2, 23, -7, -2.9, -10, 4, 15, 4, 0
Cc1c(C(=O)NCc2ccco2)oc2ccc(Br)cc12
    3, 6, 35, 1.3, 46, 1, -7, 11, -1
O=C(COC(=O)CCN1C(=O)c2cccc([N+](=O)[O-])c2C1=O)NC1CCS(=O)(=O)C1 (stereo unspecified)
    -2, 3, 8, 0.1, 15, 4, -41, 0, 1
CN(C)c1ccc(/C=N/NC(=S)NCc2ccco2)cc1
    0, -21, 27, 3.2, 14, 1, -25, 20, -1
O=C(Cc1ccccc1)NNc1c2ccccc2nc2ccccc12
    1, 4, -34, 2.3, 14, 5, 9, 18, -1
O=C(CCC1CCCN(Cc2ccc3c(c2)CCO3)C1)NCc1ccc(F)c(F)c1 (stereo unspecified)
    -1, 10, 4, -0.7, 7, -3, 9, -12, -1
COC(=O)COc1cccc2c(=O)n(CC(=O)NCCc3ccc(OC)c(OC)c3)ccc12
    -3, 0, -12, 0.6, -10, -11, -14, -15, 2
Cc1ccc(SCC(=O)N2CCOCC2)cc1
    0, 17, 2, 2.5, 15, 1, -9, -3, 7
NC(=O)COC(=O)c1oc2ccccc2c1CSc1ccc(Cl)cc1
    2, 16, 30, 1.3, 37, 9, -5, 29, 3
O=C(CCC(=O)NNC(=O)c1ccc(Cl)cc1Cl)NCc1ccccc1
    -2, 6, -16, -1.6, -5, -6, -11, 3, -4
COc1ccccc1NC1=C(Cl)C(=O)N(c2ccccc2)C1=O
    0, 9, 31, 2.2, 30, 5, -10, 27, -1
CCN(CC(=O)Nc1c(F)cccc1F)C(=O)/C=C/c1ccc(C)o1
    1, 15, -17, 7.1, -6, -7, -2, -4, -2
CCOC(=O)N1CCN(C(c2ccc(F)cc2)c2sc3nc(C)nn3c2O)CC1 (stereo unspecified)
    -2, 10, -28, -0.5, -10, 0, 30, -5, -3
Cc1cccc(/C=N/Nc2cc(N3CCOCC3)nc(N3CCOCC3)n2)c1
    1, 12, 11, 3.1, 14, -2, 18, 18, -3

Screening results (PubChem)
